Assay outcomes as filed in PubChem.
C2C12 statin – suppressors of statin myotoxicity in C2C12 myotubes, primary screen, cell-based, single point, plate reader. C2C12 myotubes + simvastatin, ATP luminescence, 48 h; scaled: DMSO 0, geranylgeraniol control 100. rescue of ATP level, % at 7.49 µM. 0.78% of 330,000 active. AID 602340, 2012;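 active means mean ATP rescue above about 67%, or every replicate alone reaching that limit, limit read from the data, passing the limit was not always enough; inconclusive means no clear call, values can overlap the other calls; inactive means mean under the limit and some replicate under it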;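 further: myotubes were challenged with 10 µM simvastatin during compound exposure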
miR-122 sensor – miR-122 Renilla sensor signal increase in Huh7, primary screen, miR-122 inhibitor project, cell-based, single point, plate reader; Huh7 miR-122 Renilla luciferase sensor, 48 h; neutral wells = 0, positive control = 100; activation (reporter increase), % at 12.5 µM; 0.3% of 340,000 active; AID 602342, 2012;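 active means mean replicate activation score at least 90 and every replicate individually at or above 90; inconclusive means only one of the two criteria met; inactive means neither criterion met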;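 further: higher luciferase means less miR-122 activity so hits act as miR-122 inhibitors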
ERp5 inh – inhibitors of ERp5-driven insulin aggregation, primary screen, biochemical, turbidity, absorbance 650 nm, single point. Protein disulfide-isomerase A6 (Homo sapiens), Q15084. 90 min. inhibition, % at 9.99 µM. 0.05% of 350,000 active;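 active means mean replicate inhibition above about 25%, with every replicate also reaching it, limit read from the data, passing the limit was not always enough; inconclusive means only one of those two criteria met; inactive means neither criterion met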
Target sequence (Q15084 whole entry, looked up): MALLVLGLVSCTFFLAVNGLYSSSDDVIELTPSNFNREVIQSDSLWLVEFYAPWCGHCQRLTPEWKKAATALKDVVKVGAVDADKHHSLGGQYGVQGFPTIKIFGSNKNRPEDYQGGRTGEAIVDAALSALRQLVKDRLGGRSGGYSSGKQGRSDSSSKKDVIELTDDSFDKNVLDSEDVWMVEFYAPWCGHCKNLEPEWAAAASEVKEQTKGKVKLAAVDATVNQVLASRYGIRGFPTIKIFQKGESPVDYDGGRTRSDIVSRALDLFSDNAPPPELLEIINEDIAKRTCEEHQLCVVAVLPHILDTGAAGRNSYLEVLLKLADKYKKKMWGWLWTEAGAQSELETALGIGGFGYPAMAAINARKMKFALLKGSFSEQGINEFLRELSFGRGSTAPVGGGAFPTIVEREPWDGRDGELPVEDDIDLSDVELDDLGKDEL
ARNT TACC3 PPI – disruptors of ARNT/TACC3 protein interaction, primary screen, biochemical, AlphaScreen, single concentration; AlphaScreen His-ARNT PAS-B/GST-TACC3 binding, luminescence; TACC3 fragment carries E629A point mutation; inhibition, % at 9.99 µM; 0.66% of 390,000 active; AID 623870, 2012;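 active means mean inhibition of replicates at least 50% and at least half of replicates each reaching 50%; inconclusive means half or more replicates reach 50% but mean below 50%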;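 further: 0% = complete ARNT plus TACC3 wells and 100% = ARNT alone without TACC3; many hits fall short of the cut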
SIRT5 inh – SIRT5 desuccinylase inhibitors, primary screen, biochemical, fluorescence imaging, single point, set 5; inhibition, % at 15 µM; AID 652115, 2013; 1.1% of 330,000 active; Purified SirT5, succinyl-peptide AMC, trypsin-coupled fluorescence; in the data active means inhibition above about 15%; inconclusive means no clear call, values can overlap the other calls
Target sequence (Q9NXA8 whole entry, looked up): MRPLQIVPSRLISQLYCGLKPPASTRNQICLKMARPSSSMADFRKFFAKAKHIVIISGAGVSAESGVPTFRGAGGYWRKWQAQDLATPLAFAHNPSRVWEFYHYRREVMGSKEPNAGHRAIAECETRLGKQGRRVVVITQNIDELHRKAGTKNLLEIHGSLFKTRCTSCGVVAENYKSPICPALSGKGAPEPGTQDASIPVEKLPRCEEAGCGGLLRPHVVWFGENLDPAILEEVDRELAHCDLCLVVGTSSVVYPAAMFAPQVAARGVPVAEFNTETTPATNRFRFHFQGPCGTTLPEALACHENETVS
esBAF inh – Bmi1 luciferase reporter increase in mESCs, primary screen, esBAF inhibitor project, mouse ES cells, Bmi1 luciferase knock-in, single point; 24 h; 100% = twice the neutral-well signal; reporter increase, % at 12.5 µM; 2% of 350,000 active; in the data active means activation above about 40%; inconclusive means no clear call, values can overlap the other calls;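 further: 0% = median of the plate's neutral control wells and 100% = double that signal; a rise in the Bmi1 reporter signal indicates esBAF inhibition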
Cneo AK release – Cryptococcus neoformans cell lysis inducers, primary screen, AK release luminescence, single concentration | C. neoformans lysis, adenylate kinase release luminescence, 4 h; normalised: neutral wells 0, clomiphene wells 100 | lysis activity, % at 15 µM | 0.2% of 360,000 active;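 active means mean lysis activity across replicates of at least 80%, whatever share of replicates individually reach that level; inactive means mean lysis activity below 80%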
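Assay system: log-phase C. neoformans yeast / Quantity: yeast cell density of 5 × 10^6 cells/mL / Medium: fresh YPD growth medium / Compound: single dose / Timing: static 4 h at 37 °C with compound, 1 h detection / Measured by: adenylate kinase release luminescence / Read-out: lysis from increased AK signal / Benchmarks: Clomiphene as positive lysis control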
* hit, by the source's call; ? = inconclusive; / = no result given; [ ] = remark or other dose.

Sample of the layout, four compounds:
Compound,C2C12 statin,miR-122 sensor,ERp5 inh,ARNT TACC3 PPI,SIRT5 inh,esBAF inh,Cneo AK release
COc1ccc(/C=C/C(=O)OCC(=O)c2cc(C)ccc2C)cc1,5.9,6.5,-11.3,/,-3.6,-2.1,-0.2
CCCN(C)C[C@@H]1Oc2ncc(-c3cccc(C(=O)N(C)C)c3)cc2C(=O)N([C@@H](C)CO)C[C@@H]1C,9.9,0.8[16.7 µM],-3.4,-7.6,-9.5,1.6,-4.5
Cc1cc(CNC(=O)COc2ccc(F)cc2F)c2ccccc2n1,/,/,-2.7,-2.5,-0.1,/,/
CSc1ncc(CN2CCN(C3CCN(C(C)C)CC3)C(CCO)C2)cn1 (stereo not drawn),/,/,?,-3.6,0.5,/,/

The list itself, from the start:
Compound,C2C12 statin,miR-122 sensor,ERp5 inh,ARNT TACC3 PPI,SIRT5 inh,esBAF inh,Cneo AK release
COc1ccc(/C=C/C(=O)OCC(=O)c2cc(C)ccc2C)cc1,5.9,6.5,-11.3,/,-3.6,-2.1,-0.2
CCCN(C)C[C@@H]1Oc2ncc(-c3cccc(C(=O)N(C)C)c3)cc2C(=O)N([C@@H](C)CO)C[C@@H]1C,9.9,0.8[16.7 µM],-3.4,-7.6,-9.5,1.6,-4.5
Cc1cc(CNC(=O)COc2ccc(F)cc2F)c2ccccc2n1,/,/,-2.7,-2.5,-0.1,/,/
CSc1ncc(CN2CCN(C3CCN(C(C)C)CC3)C(CCO)C2)cn1 (stereo not drawn),/,/,?,-3.6,0.5,/,/
COC(=O)NCC(c1ccc2c(c1)OCO2)N1CCN(c2ccc(OC)cc2)CC1 (stereo not drawn),33.0,0.3,-4.7,9.7,-0.5,-3.3,-0.9
Cc1ccccc1OCC(=O)N/N=C1\CCOc2c(C)cccc21,/,/,-0.9,-8.6,-4.2,/,/
CCCCC1=NN(C(=O)c2ccncc2)C(O)(C(F)(F)F)C1 (stereo not drawn),/,-1.0,3.0,/,-4.2,/,1.2
CCc1nnc(NC(=O)CSCc2cc(=O)n3nc(C)sc3n2)s1,-3.0,-9.4,-0.7,-4.6,9.7,-5.0,-0.6
COc1ccccc1OC(=O)CN1C(=O)c2ccccc2C1=O,-0.5,4.5,/,-1.6,/,-4.9,-2.0
C[C@H]1CCCCO[C@@H](CN(C)C(=O)Nc2ccc(C(F)(F)F)cc2)[C@@H](C)CN([C@@H](C)CO)C(=O)c2cc(N(C)C)ccc2O1,10.2,12.1[16.7 µM],-1.9,0.8,4.3,4.2,47.0
O=C(CNC(=O)c1cccs1)NCCN1CCN(Cc2ccccc2)CC1,11.8,9.7,/,5.6,/,-1.0,2.3
COCCNc1oc(COc2cccc(C)c2)nc1C#N,/,1.7,/,8.7,/,/,-3.0
C[C@H](CO)N1C[C@H](C)[C@@H](CN(C)C(=O)CN(C)C)Oc2ncc(C#CCC3CCCC3)cc2C1=O,16.6,-3.2[16.7 µM],6.8,-8.5,/,-4.0,7.2
CC(=O)Nc1cc(-c2ccsc2)cn2c(-c3ccc(F)cc3)cnc12,-3.3,-3.0,3.1,/,-5.2,-4.1,-0.9
O=C(CSc1nc(-c2ccc(F)cc2)cs1)N1CCOCC1,2.1,-1.0,2.4,-8.7,/,65.7*,0.6
O=C(NC(Cc1ccccc1)C(=O)O)/C(=C\c1ccc(Cl)cc1)NC(=O)c1ccccc1 (stereo not drawn),/,-3.0,-0.2,1.1,-0.9,/,/
CN1CCN(C(=O)C[C@H]2CC[C@@H]3[C@H](COC[C@@H](O)CN3Cc3cccc(-c4ccncc4)c3)O2)CC1,36.4,-0.4[16.7 µM],-0.9,4.9,-0.9,3.7,7.6
COc1ccc(C(=O)Nc2nnc(-c3cccs3)s2)cc1,-14.8,0.5,/,-10.4,/,13.9,-0.8
CS(=O)(=O)c1ccc(-n2nnc3ccccc32)c([N+](=O)[O-])c1,16.0,2.4,-0.7,-10.0,-1.1,-2.3,0.0
COc1ccc(/C=C/CN2CCC(C(=O)NC(c3ccc(F)cc3)c3ccc4ccccc4n3)CC2)cc1 (stereo not drawn),-15.9,-23.3,1.2,/,0.6,-20.3,3.3
Nc1c(S(=O)(=O)c2cccs2)c2nc3ccccc3nc2n1CC1CCCO1 (stereo not drawn),3.9,64.0,6.8,-11.7,-1.6,-2.8,/
CNc1ccccc1-c1nc2ccccc2n(C)c1=O,8.8,14.6,/,3.2,/,2.4,-1.1
CCOc1ccc(CCNC(=O)Cc2ccc(NC(=O)C3=C(C)OCCS3)cc2)cc1,-4.1,-0.3,0.2,-1.3,-0.2,16.5,-2.4
COc1ccc(NC(=O)C2CCC(CNc3c(N4CCCCC4)c(=O)c3=O)CC2)c(OC)c1 (stereo not drawn),/,-5.1,-6.5,-5.2,-2.0,/,-3.8
Cn1c(SCc2n[nH]c(=S)o2)nnc1-c1ccccc1,/,-0.3,-7.3,14.6,-1.8,/,-0.8
CN1C(=O)C(=O)/C(=C(/O)c2ccccc2)C1c1ccc([N+](=O)[O-])cc1 (stereo not drawn),8.4,-5.0,1.2,-1.8,3.1,-12.3,4.2
Cc1ccc(S(=O)(=O)N(C)C[C@H]2Oc3ccc(NC(=O)NC4CCCCC4)cc3C(=O)N([C@H](C)CO)C[C@H]2C)cc1,-35.8,24.2[16.7 µM],-0.9,-9.3,1.0,-0.2,1.4
c1ccc2c(OCCCCN3CCOCC3)cccc2c1,-9.0,/,3.0,-7.9,-4.4,-0.1,0.5
CCCOc1ccc(C(C)=O)cc1Cc1c(O)nc(SC)[nH]c1=O,6.4,-4.9,-2.7,-4.3,1.1,2.1,0.0
CC1(C(=O)Nc2cccnc2)Cc2c(-c3cccc(C(F)(F)F)c3)ccnc2O1 (stereo not drawn),6.1,-1.5,4.7,/,-1.4,0.2,-2.6
Cc1ccc(S(=O)(=O)CC(=O)N2CCOCC2)cc1,/,/,3.2,-3.0,8.0,/,/
CCC(C(=O)N1CCN(C(=O)c2ccco2)CC1)n1sc2ccccc2c1=O (stereo not drawn),-6.2,9.5,-1.6,-1.8,-3.1,-7.3,2.6
COc1cc(CNn2nnnc2N)cc(Br)c1OCc1c(Cl)cccc1Cl,-2.0,4.8,/,/,/,-9.3,2.1
Cc1ccc(S(=O)(=O)N2CCCCC2)cc1NC(=O)COC(=O)C1CC2C=CC1C2 (stereo not drawn),6.0,-4.1,/,-13.4,/,3.0,1.8
Cc1noc(C)c1NC(=O)N(C)C[C@H]1Oc2ccc(NS(=O)(=O)c3cccs3)cc2CC(=O)N([C@@H](C)CO)C[C@H]1C,-15.9,3.4[16.7 µM],/,0.1,/,5.3,-1.5
CCOc1ncccc1C(=O)OCC(=O)NCc1ccc2c(c1)OCO2,/,/,-6.5,1.2,-0.6,/,/
Cc1cc(=O)[nH]c2c(C)cc(S(=O)(=O)N3CCOCC3)cc12,-1.1,-0.8,-3.6,-24.2,0.9,-1.9,0.4
CC(C)(C)OC(=O)N[C@@H](Cc1ccccc1)C(=O)N1CCC(C(=O)NCC(=O)O)CC1,18.8,3.9,-1.0,-2.9,1.4,-9.9,1.9
COc1ccccc1NS(=O)(=O)c1cccc(NC(=O)CCNC(=O)c2ccccc2OC)c1,0.8,11.7,2.0,-8.1,-1.6,3.2,-0.5
Cc1ccc(CCN2CC(C(=O)NCCCN3CCN(C)CC3)CC2=O)cc1 (stereo not drawn),4.2,-11.1,6.8,-1.6,5.7,-8.9,-2.1
CCCCCC(=O)NC(NC(=S)NC1CCS(=O)(=O)C1)C(Cl)(Cl)Cl (stereo not drawn),5.0,-7.8,/,3.5,/,13.2,-3.5
CC1=C(C(=O)N(C)C)CC(CC(=O)NCC2CCCCC2)C(=O)N1CCC1=CCCCC1 (stereo not drawn),-11.4,-1.6,-8.3,/,-5.2,6.5,-0.7
CC=Cc1ccc2n(c1=O)C[C@@H]1[C@@H](CO)[C@H](C(=O)NCc3ccccc3)N(S(C)(=O)=O)[C@H]21 (mixture of isomers),14.5,0.9[16.7 µM],0.2,6.4,-6.0,-0.1,-3.9
CC1(OC(=O)C2CCCC2)C(=O)C=C2C=C3CCCCN3C=C2C1=O (stereo not drawn),4.6,-4.0,/,8.4,/,-3.8,-0.5
Cc1ccc(C(=O)NNC(=O)CCCN2C(=O)/C(=C/c3ccccc3Cl)SC2=S)cc1,/,2.2,/,-5.0,/,/,7.2
CC(=O)Nc1cccc(-c2ccnc3c2CC(C)(C(=O)Nc2cccc(C(F)(F)F)c2)O3)c1 (stereo not drawn),10.1,-0.7,-1.1,/,2.9,9.6,1.6
Cc1cc(C)c2cc(CN(Cc3ccco3)C(=O)NCc3ccccc3)c(=O)[nH]c2c1,110.2*,-4.8,/,0.7,/,9.1,-1.4
COc1cccc(OC)c1Nc1nc(C)nc2c1nnn2Cc1ccccc1Cl,1.8,-0.6,2.3,-1.8,-11.4,-3.0,-2.4
O=C(O)CSCC(=O)NCc1ccc(Cl)cc1,/,/,-3.5,33.6,-3.6,/,/
C[C@@H]1CN([C@@H](C)CO)C(=O)c2cc(NC(=O)Nc3ccccc3)ccc2O[C@H]1CN(C)S(=O)(=O)c1cccs1,-57.7,-0.3[16.7 µM],-14.1,5.3,4.1,-2.8,-54.4
COc1ccc(C(CC(=O)N2CCCC2)c2c(O)cc(OC)cc2OC)cc1 (stereo not drawn),14.0,-4.0,2.7,/,-0.6,-4.1,-0.5
CCOc1ccc(C(=O)NCC(=O)OCc2csc(-c3ccccc3)n2)cc1,23.0,15.0,-0.2,-7.0,-3.6,19.3,-1.7
CC(O)(CS(=O)(=O)Cc1ccccc1)c1ccccc1Cl (stereo not drawn),-1.9,3.3,1.1,-3.2,1.1,-2.6,-7.2
O=C(NCc1ccncc1)[C@H]1[C@H](CO)[C@H]2Cn3c(ccc(-c4cccnc4)c3=O)[C@H]2N1C(=O)C1CC1,7.1,3.4[16.7 µM],-3.6,-28.6,-15.6,-0.5,-0.7
CN(C)C(=O)C[C@@H]1CC[C@H]2[C@@H](COC[C@H](O)CN2Cc2ccc(C(F)(F)F)cc2)O1,5.7,1.0[16.7 µM],/,-6.6,/,2.1,-1.1
CN1C(=O)c2cc(NC(=O)c3ccccc3)ccc2OC[C@@H]2O[C@@H](CC(=O)O)CC[C@@H]21,-3.7,8.3[16.7 µM],10.2,6.7,5.0,0.8,1.3
CC1(C(=O)NS(=O)(=O)c2cccc(OC(F)F)c2)CCN1C(=O)CC(c1ccccc1)c1ccccc1 (stereo not drawn),5.0,1.2,-11.9,/,4.5,2.3,-0.5
O=C(C[C@@H]1C[C@H]2c3cc(NC(=O)C4CCC4)ccc3O[C@H]2[C@H](CO)O1)NCCc1ccccc1,-5.2,-2.0[16.7 µM],6.9,-1.7,0.6,5.6,15.7
CCCNC(=O)N(C)C[C@@H]1Oc2ncc(C#CC3CCCCC3)cc2C(=O)N([C@H](C)CO)C[C@H]1C,-2.3,-1.2[16.7 µM],1.8,8.3,3.7,-3.1,1.5
